# Screening data from PubChem BioAssay.
# Myeloid diff MLP: promotes myeloid progenitor differentiation | calls only at 10 µM | 1% of 360,000 active | AID 624256 | ER-HoxA9 myeloid progenitors, lysozyme-GFP differentiation, flow cytometry;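 active = normalized GFP-positive differentiation at or above the plate's own cutoff, the solvent-only control mean plus 3 SD; inconclusive = no clear call, values can overlap the other calls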;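 note: cells exposed to compound for four days before flow analysis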
# PMI inhibition: human PMI inhibitors, high substrate, primary screen, biochemical, fluorescence intensity, high mannose 6-phosphate (AID 1220). recombinant PMI enzyme, coupled fluorescence intensity; higher % means a stronger effect. inhibition, % at 20 µM, or IC50 in µM where a hit was titrated. 0.66% of 190,000 active
# CSM14.1 death rescue: rescue of cells from ER stress-induced death, primary screen, 384-well, CSM14.1, thapsigargin, ATP luminescence (AID 1222) | CSM14.1 thapsigargin-induced death rescue, ATP luminescence; higher % means a stronger effect | cellular ATP content (survival), % at 20 µM, or EC50 in µM where a hit was titrated | 190,000 tested, under 10 active;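 active = EC50 below 50 µM in the dose-response confirmation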;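 note: death triggered by thapsigargin at about 15 µM added after 2 h compound pretreatment; cell ATP read after overnight thapsigargin exposure of roughly 18 to 22 hours; normalized against plate controls of thapsigargin alone and 5% DMSO vehicle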
# human PMI inhibition: inhibitors of human PMI, primary screen, biochemical, fluorescence intensity, coupled assay (AID 1209); inhibition, % at 20 µM; hits with a dose series show IC50 in µM; 0.42% of 190,000 active; purified PMI enzyme, coupled fluorescence intensity; higher % means a stronger effect;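 note: plate controls were DMSO vehicle for no effect and wells lacking substrate for full effect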
# M17LAP inhibition: P. falciparum M17LAP inhibitors, primary screen, biochemical, fluorogenic H-Leu-NHMec substrate, 1536-well (AID 1619); recombinant M17LAP, H-Leu-NHMec fluorogenic kinetic assay; higher % means a stronger effect; inhibition, % at 30 µM; hits with a dose series show IC50 in µM; 0.38% of 220,000 active;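 active = compound inhibiting the enzyme by more than half at any dose during confirmatory dose-response retesting; inconclusive = strong single-dose inhibitors picked by rank but not retested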;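 note: plate controls were full reaction with DMSO carrier for no effect and no enzyme background for full effect; strong numbers were not always called active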
# M1AAP inhibition: malaria alanyl aminopeptidase activity blockers – biochemical, fluorogenic H-Leu-NHMec substrate, 1536-well (AID 1445); recombinant M1AAP, H-Leu-NHMec fluorogenic kinetic assay; higher % means a stronger effect; one-dose inhibition, % at 30 µM; IC50 in µM for titrated hits; 0.42% of 220,000 active;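 active = primary inhibition above the hit cutoff, then over 50% inhibition at one or more dose response concentrations, cut at about 23% in these data, passing the limit was not always enough; inconclusive = conflicting primary data, or primary hits not chosen for dose response; inactive = low primary inhibition, or under 50% at every dose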;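 note: plate controls were DMSO full reaction for no effect and no enzyme background for full effect; strong numbers were not always called active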
# TNAP activators: human TNAP enzyme activators, primary screen, biochemical, luminescent, no phosphate acceptor, uHTS (AID 1001). purified TNAP, luminescent activation assay, no phosphate acceptor; higher activation fold means a stronger effect. activation fold at 20 µM; hits with a dose series show EC50 in µM. 0.03% of 200,000 active; in the data active = activation fold from about 3, or a potency from the dose series; inactive = the rest, 99 in 100 with activation fold below about 1.6; note: many of its hits are not listed in these tables
# XIAP antagonists: small molecules displacing peptide from XIAP – biochemical, IAP family, fluorescence polarization (AID 1018); XIAP BIR domain, fluorescence polarization peptide displacement; higher % means a stronger effect; displacement, % at 20 µM, or IC50 in µM where a hit was titrated; 0.007% of 200,000 active; in the data active = displacement above about 50%; note: a part of the inactive calls stands beside numbers as strong as those of hits
# LYP inhibition: inhibitors of LYP phosphatase, biochemical, fluorescence intensity, uHTS (AID 1779) | 0.054% of 290,000 active | inhibition, % at 11.5 µM, or IC50 in µM where a hit was titrated | recombinant LYP phosphatase, fluorescence intensity; higher % means a stronger effect;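 note: plate controls were vehicle with enzyme for no effect and no enzyme for full effect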
# Myeloid diff MLP GFP+ MAC1+ %: recorded beside Myeloid diff MLP, whose call it bears; GFP+ MAC1+ double positive, %; measured here: differentiation confirmed by MAC1 staining
# * = called active by the depositor; i = inactive; ? = inconclusive; . = not tested or not shown. Cut-off read from the data, not from the text of the source, unless noted: active = inhibition above about 50%; inactive = the rest. Compounds were not picked by outcome (roughly 2.7% active in at least one column).
SMILES,Myeloid diff MLP,Myeloid diff MLP GFP+ MAC1+ %,PMI inhibition,CSM14.1 death rescue,human PMI inhibition,M17LAP inhibition,M1AAP inhibition,TNAP activators,XIAP antagonists,LYP inhibition
COCCN(C(=S)Nc1cc(C)cc(C)c1)C(C)c1cccs1 (stereo not drawn),i,1.3,14%,-0.3%,11%,13%,-3%,1.1,-6.5%,-3%
COc1ccc(NC(=O)CN(c2ccc(C)cc2)S(C)(=O)=O)c(OC)c1,i,0.6,15%,1.8%,18%,-8%,3%,1.1,-5.6%,0%
Cc1ccc(NC(=O)c2ccc(NS(=O)(=O)c3c(C)noc3C)cc2)cc1C,i,0.3,7%,0.0%,7%,3%,18%,1,-4.6%,-2%
O=C1O/C(=C/c2ccccc2)N=C1c1ccccc1,i,0.8,-12%,-4.1%,-8%,-10%,9%,1.1,-10%,1%
COc1cc(OC)c(C(=O)COc2ncnc3ccccc23)c(OC)c1,i,1.0,6%,-1.2%,-3%,5%,1%,1.1,0.2%,-13%
Brc1ccc(CN2CCN(c3ccccn3)CC2)s1,i,0.6,12%,-1.0%,11%,10%,11%,1.1,-2.8%,-10%
CC(C)NS(=O)(=O)c1ccc(NC(=O)Cc2cccs2)cc1,i,1.3,-4%,-0.5%,-5%,-3%,8%,1.1,-0.6%,-3%
OC(CNCC(c1ccc(Cl)cc1Cl)c1c[nH]c2ccccc12)c1ccccc1 (stereo not drawn),?,.,-1%,-3.5%,4%,5%,-1%,1.1,-9.6%,-2%
O=[N+]([O-])c1nn(-c2ccc(Cl)cc2)n(O)c1=NCc1ccccc1,i,0.1,-4%,-0.9%,4%,4%,5%,1,-13%,-2%
COc1ccc(O[C@H]2C=C[C@@H](c3ccccc3)O[C@@H]2CO/N=C(\C)CCC(=O)OC[C@H]2O[C@H](c3ccccc3)C=C[C@@H]2Oc2ccc(OC)cc2)cc1,.,.,1%,-3.1%,-10%,-4%,2%,1.1,-0.9%,-1%
CCN(CC)c1c([N+](=O)[O-])c(=O)oc2ccccc12,i,0.5,-2%,1.0%,6%,-12%,1%,1.1,-4.0%,-2%
CCCCS(=O)CC(CS(=O)CCCC)OC(=O)c1ccc(C)cc1 (stereo not drawn),i,0.7,6%,2.7%,1%,4%,8%,1.1,0.2%,-3%
c1ccc(C2CC(c3cccs3)=NN2c2ccccc2)cc1 (stereo not drawn),i,0.4,.,.,.,2%,7%,.,.,-5%
CC(=O)Nc1sc(C)c(C)c1C(=O)OC(C)C,i,0.6,-6%,5.5%,-2%,14%,7%,1.1,-1.7%,-7%
CCCn1cc(SCC(=O)NCC2CCCO2)c2ccccc21 (stereo not drawn),i,1.8,13%,-1.7%,16%,-1%,-1%,1.1,-10%,-2%
CC(C)=CCc1c(O)ccc2c1OC(c1ccc(O)c(O)c1)CC2=O (stereo not drawn),i,1.5,21%,22%,37%,5%,9%,0.5,-4.4%,-2%
Cn1ncc2c(NNC(=O)Cc3cccc4ccccc34)ncnc21,i,1.7,4%,0.1%,-3%,-1%,-3%,2.6,-5.8%,-13%
CC(C)CCn1c(CN2CCOCC2)nc2c1c(=O)n(C)c(=O)n2C,i,2.4,-1%,-4.0%,-2%,1%,-1%,1.1,-1.0%,2%
O=C(NNC(=S)Nc1ccc(OC(F)F)cc1)c1cc2c(s1)CCCC2,i,0.6,-4%,-3.0%,-4%,-6%,12%,1.3,-20%,-7%
NC(=O)C1CCN(C(=O)c2ccc3c(=O)n(Cc4ccco4)c(SCC(=O)c4ccccc4)nc3c2)CC1,i,0.6,17%,-1.8%,9%,2%,1%,1.1,-3.0%,-2%
O=C(Nc1nnc(SCc2ccc(Cl)cc2)s1)C1CC(=O)N(Cc2ccccc2)C1 (stereo not drawn),i,0.2,-5%,-2.1%,6%,-7%,3%,1.2,-5.5%,1%
C/C(=N/NC(=O)CNc1ccc(Cl)cc1C)c1ccc(C)cc1,i,0.2,9%,0.3%,8%,-12%,0%,1.1,-3.2%,-8%
CCN(CCn1cccn1)C(=O)CCc1nnc(C2CCCCC2)o1,i,0.4,.,.,.,-4%,2%,.,.,-8%
Cc1ccc(N=C2NC(=O)/C(=C/c3cccn3C)S2)cc1,?,.,.,.,.,-3%,10%,.,.,0%
CC(=O)Nc1cccc(C(=O)Oc2cccc(C)c2)c1O,i,0.7,-1%,-3.4%,6%,-13%,6%,1.1,-1.2%,2%
Cc1ccc(NC(=S)N2CCCC(O)C2)cc1 (stereo not drawn),i,0.7,2%,-2.5%,3%,-7%,-3%,1.1,-7.5%,0%
CC(/C=N/NC(=O)c1cnccn1)=C\c1ccco1,i,0.3,.,.,.,10%,8%,.,.,2%
C=CCN(CC=C)S(=O)(=O)c1ccc(NC(=S)NC(=O)/C=C/c2cccc3ccccc23)cc1,i,0.5,12%,-1.9%,17%,2%,4%,1.1,-4.4%,-2%
C=CCOC(=O)C1=C[C@@H](c2ccc(Br)cc2)C[C@@H](OCc2ccc(CO)cc2)O1,i,1.2,-4%,5.3%,0%,-2%,7%,1.1,-5.9%,2%
Cn1cccc1/C=N/NC(=O)C(O)c1ccccc1 (stereo not drawn),i,0.8,.,.,.,23%,4%,.,.,-5%
CCC(C)C1C(C#N)=C(N)Oc2n[nH]c(-c3ccccc3)c21 (stereo not drawn),i,2.9,15%,-2.7%,14%,24%,5%,0.8,5.2%,2%
O=C(Oc1ccccc1C(=O)N1CCOCC1)c1cccc(Br)c1,i,1.4,-3%,-0.6%,-3%,10%,14%,1.1,-9.6%,-6%
N#Cc1cc(-c2ccccc2)nnc1Sc1ccccc1,i,0.7,7%,-0.5%,10%,-2%,4%,1.2,-4.5%,-7%
CC(C)CN1C(=O)c2ccc(NC(=O)c3ccco3)cc2C1=O,i,1.5,6%,-1.8%,8%,-13%,0%,1.1,-8.0%,-9%
NCCCC[C@H]1CNC(=O)C(=O)N1CCc1cccc(F)c1,i,1.4,.,.,.,6%,6%,.,.,-6%
COc1ccc(-c2cc(C(=O)Nc3c(C)nn(Cc4ccccc4)c3C)no2)cc1,i,0.8,12%,0.6%,20%,-5%,5%,1,-14%,-12%
O=C(Cn1ncc2c1-c1ccccc1OC2)N1CCN(Cc2ccc3c(c2)OCO3)CC1,i,1.7,12%,-1.2%,13%,5%,12%,1.1,-19%,-6%
O=C(CSc1nc(C2CC2)nc2ccccc12)N1c2ccccc2Sc2ccccc21,i,0.7,12%,-1.9%,10%,23%,12%,0.8,-0.6%,4%
COc1cccc(CNC(=O)C(c2ccc(Cl)cc2)C(C)C)c1 (stereo not drawn),i,0.7,8%,2.2%,10%,-9%,4%,1.1,-12%,3%
O=C(O)/C=C/c1cn(-c2ncc(C(F)(F)F)cc2Cl)c2ccccc12,i,0.4,9%,1.0%,17%,4%,-4%,1,-2.5%,0%

# Pulled by structure from the list above, 2 records:
SMILES,Myeloid diff MLP,Myeloid diff MLP GFP+ MAC1+ %,PMI inhibition,CSM14.1 death rescue,human PMI inhibition,M17LAP inhibition,M1AAP inhibition,TNAP activators,XIAP antagonists,LYP inhibition
N#Cc1cc(-c2ccccc2)nnc1Sc1ccccc1,i,0.7,7%,-0.5%,10%,-2%,4%,1.2,-4.5%,-7%
COc1cccc(CNC(=O)C(c2ccc(Cl)cc2)C(C)C)c1 (stereo not drawn),i,0.7,8%,2.2%,10%,-9%,4%,1.1,-12%,3%

# The main list resumes, repeating the 4 entries before the break.
SMILES,Myeloid diff MLP,Myeloid diff MLP GFP+ MAC1+ %,PMI inhibition,CSM14.1 death rescue,human PMI inhibition,M17LAP inhibition,M1AAP inhibition,TNAP activators,XIAP antagonists,LYP inhibition
O=C(Cn1ncc2c1-c1ccccc1OC2)N1CCN(Cc2ccc3c(c2)OCO3)CC1,i,1.7,12%,-1.2%,13%,5%,12%,1.1,-19%,-6%
O=C(CSc1nc(C2CC2)nc2ccccc12)N1c2ccccc2Sc2ccccc21,i,0.7,12%,-1.9%,10%,23%,12%,0.8,-0.6%,4%
COc1cccc(CNC(=O)C(c2ccc(Cl)cc2)C(C)C)c1 (stereo not drawn),i,0.7,8%,2.2%,10%,-9%,4%,1.1,-12%,3%
O=C(O)/C=C/c1cn(-c2ncc(C(F)(F)F)cc2Cl)c2ccccc12,i,0.4,9%,1.0%,17%,4%,-4%,1,-2.5%,0%
C/C(CC(=O)N1CCN(C=O)CC1)=N\NC(=O)c1cccc([N+](=O)[O-])c1,i,0.2,32%,-1.1%,17%,23%,5%,0.9,-1.8%,-8%
Cc1c(C)n2c3c(cccc13)CC2,i,0.2,8%,-12%,3%,6%,2%,1,-3.1%,-6%
C=C(C)C(=O)N1CC2(CC(c3cccc(NC(=O)/C=C\C=C/C)c3)=NO2)C[C@H]1C(N)=O (stereo partly drawn),i,1.2,.,.,.,12%,1%,.,.,-11%
COCC(C)N=C1NN=C(c2c[nH]c3ccccc23)CS1 (stereo not drawn),i,0.1,8%,-1.9%,6%,9%,9%,1.1,-1.0%,-1%
CCOC(=O)c1nc(C)nc(Sc2n[nH]c(-c3cc(C(F)(F)F)cc(C(F)(F)F)c3)n2)c1C,i,1.1,.,.,.,-5%,1%,.,.,3%
CCOc1ccc(-c2nnn(CC(=O)NCc3ccc(F)cc3)n2)cc1OCC,i,7.5,-12%,-0.7%,-7%,2%,-3%,1.1,-3.7%,-1%
O=C(c1ccccc1-c1ccccc1)N1CCCC1,i,0.9,0%,-0.5%,3%,-17%,2%,1,-6.3%,-3%
O=C1Nc2ccccc2S/C1=C/Nc1cccc(Cl)c1,i,1.2,-1%,-2.1%,-8%,11%,0%,1,-5.2%,-6%
O=C(CCCSc1nc2ccccc2[nH]1)N1CCN(c2ccc([N+](=O)[O-])cc2)CC1,i,1.1,13%,0.1%,31%,3%,7%,0.9,-7.7%,-3%
COC(=O)C1C(=O)C=C(Nc2ccc(F)cc2)CC1c1ccc(OC)cc1 (stereo not drawn),i,0.2,8%,-0.5%,17%,5%,0%,1.2,-5.1%,1%
C/C(N)=C(/C#N)C(=O)CSc1ccc2c(c1)OCCO2,i,0.4,1%,-2.3%,5%,6%,9%,1.1,-17%,-2%
CCN(CC)CCOCCOC(=O)C(CC)(CC)c1ccccc1,i,0.2,.,.,.,12%,5%,.,.,0%
COc1cccc(/C=C/C(=O)OCC(=O)NCc2ccco2)c1OC,i,0.7,13%,0.5%,11%,7%,5%,1.1,-0.8%,-6%
Cc1cc(C)c(S(=O)(=O)N2CCN(C(=O)N(C)C)CC2)c(C)c1,i,0.2,.,-0.3%,.,2%,7%,1.1,-3.2%,-2%
COc1cccc(-c2nc(N3CCN(C)CC3)c3ccccc3n2)c1O,i,1.0,.,.,.,11%,12%,.,.,2%
CC(C)OCCCn1c(=NC(=O)c2ccncc2)c(C#N)cc2c(=O)n3ccccc3nc21,i,3.5,-82%,-0.8%,-32%,-196%,40%,1.1,-4.3%,0%
